ABCB6 inh MLPCN – blocks the human ABCB6 transporter; Q9NP58; K562-ABCB6 porphyrin accumulation, flow cytometry, 1 h; active compounds read low; fluorescence ratio to DMSO, % at 10 µM; hit rate 0.19% among 360,000;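 active = fluorescence ratio to DMSO below 75%, the collection mean minus 3 SD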;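 also: signal is porphyrin accumulated inside mitochondria; 100% equals median channel fluorescence of DMSO control wells; lower ratio means ABCB6 inhibition with less porphyrin fluorescence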
N-glyco inh – blocks N-linked glycosylation in D54 reporter cells; D54 ERlucT glycosylation luciferase reporter, 24 h; percent of 100 nM tunicamycin response; reporter increase, % at 12.5 µM; hit rate 0.23% among 360,000; AID 588692;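 active = mean luciferase reporter signal, scaled so untreated is 0 and the glycosylation-blocking control 100, at or above a set limit in every replicate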;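 also: luciferase carries N-glycosylation sites so blocking glycosylation raises the light; 0% = median of neutral control wells and 100% = median of 100 nM tunicamycin wells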
ABHD5 PLIN5 PPI – ABHD5-PLIN5 protein interaction inhibition. inhibition, % at 4 µM. hit rate 0.78% among 360,000. AID 602281. Split G. princeps luciferase complementation, luminescence, 4 h;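 active = inhibition above the mean inhibition across every tested compound plus 3 SD, cut at about 22% in these data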;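 also: 0% = DMSO only wells and the 100% control is not disclosed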
Exocytosis inh – blocks lytic granule exocytosis; hit rate 0.66% among 360,000; TALL-104 LAMP-1 surface exposure, flow cytometry; cells stimulated with thapsigargin and PMA; inhibition, % at 10 µM; AID 651702;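 active = inhibition above about 55%, limit read from the data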
PDI turbidity – PDI (human) enzyme inhibition; PDI insulin aggregation turbidity, A650, 90 min; inhibition, % at 10 µM; hit rate 0.052% among 350,000; AID 588391;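 active = mean inhibition across replicates of 30% or more, whatever share of single replicates reach that level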;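 also: absorbance from insulin aggregation driven by PDI reduction with DTT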
Target sequence (P07237 whole entry, looked up): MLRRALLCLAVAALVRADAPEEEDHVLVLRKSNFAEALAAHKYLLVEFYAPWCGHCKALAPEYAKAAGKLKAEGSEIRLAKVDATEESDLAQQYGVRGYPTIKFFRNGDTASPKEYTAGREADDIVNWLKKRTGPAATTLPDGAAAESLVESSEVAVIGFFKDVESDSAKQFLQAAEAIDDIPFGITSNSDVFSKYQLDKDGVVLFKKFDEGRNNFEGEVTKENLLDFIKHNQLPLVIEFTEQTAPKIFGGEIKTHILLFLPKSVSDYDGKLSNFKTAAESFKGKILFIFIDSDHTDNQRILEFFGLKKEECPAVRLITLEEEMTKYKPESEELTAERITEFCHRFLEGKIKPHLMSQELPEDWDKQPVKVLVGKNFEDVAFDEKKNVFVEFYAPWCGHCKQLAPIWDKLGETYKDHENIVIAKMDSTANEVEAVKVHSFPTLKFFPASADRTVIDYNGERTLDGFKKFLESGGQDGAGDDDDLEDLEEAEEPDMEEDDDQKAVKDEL
MC4R ag barr – agonists of human melanocortin 4 receptor (MC4R) beta-arrestin; hit rate 0.98% among 360,000; U2OS MC4R beta-arrestin complementation, luminescence; percent of melanotan II response, DMSO zero; P32245; activation, % at 8.9 µM;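 active = activation above a per-plate cutoff, the mean activation of sample wells on that plate plus 3 SD, cut at about 8% in these data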
HTR2A ag – mouse HTR2A agonism via beta-arrestin recruitment | hit rate 0.66% among 360,000 | P35363 | AID 624169 | activation, % at 7.6 µM | CHO-K1 mHTR2A beta-arrestin complementation, luminescence; percent of 30 µM serotonin response;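 active = activation above a run cutoff, the mean activation of all tested compounds plus 3 SD, cut at about 14% in these data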;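 also: 0% = plate median of compound wells and 100% = 30 µM serotonin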
Target sequence (P35363 whole entry, looked up): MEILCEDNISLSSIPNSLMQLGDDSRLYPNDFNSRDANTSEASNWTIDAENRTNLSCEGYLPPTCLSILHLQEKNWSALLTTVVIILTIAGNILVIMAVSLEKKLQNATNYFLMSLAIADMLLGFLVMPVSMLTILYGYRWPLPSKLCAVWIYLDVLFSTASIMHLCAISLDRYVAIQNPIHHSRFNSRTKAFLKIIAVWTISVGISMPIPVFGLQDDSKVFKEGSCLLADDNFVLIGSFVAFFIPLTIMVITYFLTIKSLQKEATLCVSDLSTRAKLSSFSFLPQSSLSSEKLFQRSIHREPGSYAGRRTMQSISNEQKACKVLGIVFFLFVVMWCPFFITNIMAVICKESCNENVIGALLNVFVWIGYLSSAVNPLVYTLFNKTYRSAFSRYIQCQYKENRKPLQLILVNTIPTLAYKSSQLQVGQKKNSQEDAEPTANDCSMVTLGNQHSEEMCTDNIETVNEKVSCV
Cardio protect – myocardial damage modulation in H9c2 cells. hit rate 0.63% among 360,000. H9c2 cardiomyocytes, H2O2 injury protection, ATPLite, 2 h. AID 588492. protection from H2O2 cell death, % at 20 µM;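 active = compounds giving at least 50% protection of heart cells from peroxide-induced death in the single-dose screen, raw or plate-pattern-corrected value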;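 also: 0% = DMSO wells with peroxide and 100% = DMSO wells without peroxide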
MC4R antagonist – human MC4R antagonism in cAMP assay; P32245; MC4R-expressing cells, MTII-stimulated cAMP, LANCE TR-FRET; inhibition, % at 6.5 µM; hit rate 0.48% among 360,000; AID 540295;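 active = inhibition above its plate's cutoff, the mean of tested wells on that plate plus 3 SD, cut at about 29% in these data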;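 also: 0% = Melanotan II alone and 100% = Melanotan II plus saturating MCL0020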
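System: U2OS-MC4R stable cell line; Technique: Eu-cAMP/anti-cAMP TR-FRET, emission 671 nm; Repeats: single well per compound; Also added: Melanotan II; Dosing: one concentration, 6.5 µM nominal; Schedule: 30-min compound, 1-h challenge, 1-h detection, room temperature.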
CaV13 FRET inh – Primary screen for inhibitors of IQ motif and Ca2+-dependent inactivation inhibitor domain binding in CACNA1D, Förster resonance energy transfer in living cells, …; HEK cells, CFP/YFP FRET ICDI-IQ, plate reader, 10 min; percent FRET-ratio fall versus neutral wells; inhibition, % at 12.3 µM; hit rate 0.098% among 340,000;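 active = mean replicate inhibition of at least 30% and at least 1% of replicates passing that level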;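 also: 0% = median of the neutral control wells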
The depositor's hits bear a star.

What do the screens show for `COc1ccc(S(=O)(=O)N2CCCCCC2)cc1C(=O)OCc1cccc(OC)c1OC`?
ABCB6 inh MLPCN: 96; N-glyco inh: -5; ABHD5 PLIN5 PPI: 4; Exocytosis inh: 0; PDI turbidity: 0; MC4R ag barr: -2.8; HTR2A ag: -2; Cardio protect: 0; MC4R antagonist: 5; CaV13 FRET inh: -15

Results for CCOC(=O)c1cccc(NC(=O)CC2Oc3ccccc3NC2=O)c1 (stereo unspecified) ?
ABCB6 inh MLPCN: 98; N-glyco inh: -1; ABHD5 PLIN5 PPI: 4; Exocytosis inh: -6; PDI turbidity: -4; MC4R ag barr: -0.9; HTR2A ag: 0; Cardio protect: 2; MC4R antagonist: -6; CaV13 FRET inh: -6

Results for Cc1ccc(C(=O)NCc2ccc3c(c2)OCO3)c(C)c1 ?
ABCB6 inh MLPCN: 104; N-glyco inh: 1; ABHD5 PLIN5 PPI: 3; Exocytosis inh: -19; PDI turbidity: -8; MC4R ag barr: -0.1; HTR2A ag: 3; Cardio protect: -2; MC4R antagonist: 1; CaV13 FRET inh: -3

How did Cc1nc2c(C)cccn2c1C(=O)N/N=C/c1ccccc1[N+](=O)[O-] do in these assays?
ABCB6 inh MLPCN: 96; N-glyco inh: -1; ABHD5 PLIN5 PPI: 6; Exocytosis inh: 4; PDI turbidity: 2; MC4R ag barr: 0.1; HTR2A ag: 2; Cardio protect: 17; MC4R antagonist: 0; CaV13 FRET inh: -4

What do the screens show for `COc1ccc(Cn2nnnc2C(C(C)C)N2CCN(c3ccccc3OC)CC2)cc1` (stereo unspecified)?
ABCB6 inh MLPCN: 92; N-glyco inh: -2; ABHD5 PLIN5 PPI: -7; Exocytosis inh: -6; PDI turbidity: -1; MC4R ag barr: 1.2; HTR2A ag: -4; Cardio protect: -7; MC4R antagonist: 11; CaV13 FRET inh: -5

What do the screens show for `O=C(Nc1c2c(nc3c1CCC3)CCCC2)c1ccccn1`?
ABCB6 inh MLPCN: 103; N-glyco inh: 0; ABHD5 PLIN5 PPI: -6; Exocytosis inh: -1; PDI turbidity: -8; MC4R ag barr: -0.9; HTR2A ag: 0; Cardio protect: 2; MC4R antagonist: 3; CaV13 FRET inh: -5

How did Cc1ccc(S(=O)(=O)c2ccc(-n3nc(C)cc3N)cc2)cc1 do in these assays?
ABCB6 inh MLPCN: 90; N-glyco inh: -1; ABHD5 PLIN5 PPI: -7; Exocytosis inh: -1; PDI turbidity: 12; MC4R ag barr: 0.4; HTR2A ag: 3; Cardio protect: 1; MC4R antagonist: -12; CaV13 FRET inh: -4

How did O=S(=O)(c1ccc(NC(=S)NN=Cc2ccccc2O)cc1)N1CCCCC1 do in these assays?
ABCB6 inh MLPCN: 95; N-glyco inh: -4; ABHD5 PLIN5 PPI: 1; Exocytosis inh: 28; PDI turbidity: -7; MC4R ag barr: -0.2; HTR2A ag: 4; Cardio protect: 29; MC4R antagonist: -6; CaV13 FRET inh: -6

How did Cc1ccc(S(=O)(=O)N2CCOC2CNC(=O)C(=O)NCC(C)C)cc1 (stereo unspecified) do in these assays?
ABCB6 inh MLPCN: 97; N-glyco inh: -1; ABHD5 PLIN5 PPI: 6; Exocytosis inh: -8; PDI turbidity: 0; MC4R ag barr: 3.2; HTR2A ag: -7; Cardio protect: -1; MC4R antagonist: -3

Results for O=C(Nc1ccc(S(=O)(=O)Nc2ncccn2)cc1)c1ccccc1NS(=O)(=O)c1ccc(Cl)cc1 ?
ABCB6 inh MLPCN: 98; N-glyco inh: 2; ABHD5 PLIN5 PPI: -3; Exocytosis inh: -3; PDI turbidity: 10; MC4R ag barr: -0.3; HTR2A ag: -1; Cardio protect: 0; MC4R antagonist: 9; CaV13 FRET inh: 0

Results for C[C@@H]1CN([C@H](C)CO)C(=O)c2cc(Br)cnc2O[C@@H]1CN(C)C(=O)Nc1ccccc1 ?
ABCB6 inh MLPCN: 95; N-glyco inh: 2; ABHD5 PLIN5 PPI: 6; Exocytosis inh: 4; PDI turbidity: 0; MC4R ag barr: 1.3; HTR2A ag: 3; Cardio protect: 5; MC4R antagonist: 2; CaV13 FRET inh: -6

How did O=C(O)C(C1CCCCC1)C1(O)CCCC1 (stereo unspecified) do in these assays?
ABCB6 inh MLPCN: 96; N-glyco inh: 0; ABHD5 PLIN5 PPI: 1; Exocytosis inh: -4; PDI turbidity: 3; MC4R ag barr: -2.1; HTR2A ag: 2; Cardio protect: 1; MC4R antagonist: 2; CaV13 FRET inh: -5

The last 3 compounds of the section before lead into the next.
Results for O=C(Nc1ccc(S(=O)(=O)Nc2ncccn2)cc1)c1ccccc1NS(=O)(=O)c1ccc(Cl)cc1 ?
ABCB6 inh MLPCN: 98; N-glyco inh: 2; ABHD5 PLIN5 PPI: -3; Exocytosis inh: -3; PDI turbidity: 10; MC4R ag barr: -0.3; HTR2A ag: -1; Cardio protect: 0; MC4R antagonist: 9; CaV13 FRET inh: 0

Results for C[C@@H]1CN([C@H](C)CO)C(=O)c2cc(Br)cnc2O[C@@H]1CN(C)C(=O)Nc1ccccc1 ?
ABCB6 inh MLPCN: 95; N-glyco inh: 2; ABHD5 PLIN5 PPI: 6; Exocytosis inh: 4; PDI turbidity: 0; MC4R ag barr: 1.3; HTR2A ag: 3; Cardio protect: 5; MC4R antagonist: 2; CaV13 FRET inh: -6

How did O=C(O)C(C1CCCCC1)C1(O)CCCC1 (stereo unspecified) do in these assays?
ABCB6 inh MLPCN: 96; N-glyco inh: 0; ABHD5 PLIN5 PPI: 1; Exocytosis inh: -4; PDI turbidity: 3; MC4R ag barr: -2.1; HTR2A ag: 2; Cardio protect: 1; MC4R antagonist: 2; CaV13 FRET inh: -5

How did O=C(NCc1ccncc1)[C@@H]1CCCN1C(=O)[C@@H]1CCCN1C(=O)c1ccccc1 do in these assays?
ABCB6 inh MLPCN: 98; ABHD5 PLIN5 PPI: -1; Exocytosis inh: 3; HTR2A ag: 6; CaV13 FRET inh: -6

What do the screens show for `CC(C)OC(=O)CSc1nc(-c2ccc(F)cc2)nc2ccc(F)cc12`?
ABCB6 inh MLPCN: 94; N-glyco inh: 0; ABHD5 PLIN5 PPI: 4; Exocytosis inh: 0; PDI turbidity: 0; MC4R ag barr: 1.6; HTR2A ag: 5; Cardio protect: -9; MC4R antagonist: 5; CaV13 FRET inh: -7

Results for CC(OC(=O)CNC(=O)c1sc2ccccc2c1Cl)C(=O)NC1(C#N)CCCCC1 (stereo unspecified) ?
ABCB6 inh MLPCN: 94; N-glyco inh: 1; ABHD5 PLIN5 PPI: 0; Exocytosis inh: -3; PDI turbidity: -4; MC4R ag barr: -1.3; HTR2A ag: 4; Cardio protect: -10; MC4R antagonist: 7; CaV13 FRET inh: -15

Results for C/C(CC(=O)N1CCCC1)=N\NC(=O)c1cc2ccccc2cc1O ?
ABCB6 inh MLPCN: 98; N-glyco inh: -1; ABHD5 PLIN5 PPI: 9; Exocytosis inh: -3; PDI turbidity: -2; MC4R ag barr: -0.6; HTR2A ag: 7; Cardio protect: 4; MC4R antagonist: -9; CaV13 FRET inh: -17

Results for CN(c1ccc(C(=O)Nc2ccccc2C(=O)N2CCOCC2)cc1)S(C)(=O)=O ?
ABCB6 inh MLPCN: 95; N-glyco inh: 0; ABHD5 PLIN5 PPI: -5; Exocytosis inh: -4; PDI turbidity: -13; MC4R ag barr: -2.2; HTR2A ag: 0; Cardio protect: 2; MC4R antagonist: -2; CaV13 FRET inh: -5

Results for CCCC(C(=O)NC1CCCC1)N(CCN(CC)CC)C(=O)c1snc(C(N)=O)c1N (stereo unspecified) ?
ABCB6 inh MLPCN: 97; N-glyco inh: 2; ABHD5 PLIN5 PPI: 4; Exocytosis inh: 6; PDI turbidity: -4; MC4R ag barr: -1.5; HTR2A ag: 10; Cardio protect: 5; MC4R antagonist: 6; CaV13 FRET inh: -4

Results for Cc1ccccc1C(=O)Nc1cccc(NC(=O)c2cccnc2)c1 ?
ABCB6 inh MLPCN: 94; N-glyco inh: -2; ABHD5 PLIN5 PPI: 16; Exocytosis inh: -1; PDI turbidity: -9; MC4R ag barr: 0.2; HTR2A ag: 1; Cardio protect: 2; MC4R antagonist: 11; CaV13 FRET inh: -4

Results for CC(=O)Nc1sc(C)c(C)c1C(=O)OCC(=O)Nc1ccccc1C(F)(F)F ?
ABCB6 inh MLPCN: 101; N-glyco inh: -1; ABHD5 PLIN5 PPI: -2; Exocytosis inh: 18; PDI turbidity: -4; MC4R ag barr: -2.5; HTR2A ag: 9; Cardio protect: 0; MC4R antagonist: -1; CaV13 FRET inh: -6

What do the screens show for `CC(=O)NC(Cc1ccccc1C)C(=O)NC1CCN(C(=O)c2cccc(C)c2)CC1` (stereo unspecified)?
ABCB6 inh MLPCN: 98; N-glyco inh: -1; ABHD5 PLIN5 PPI: -1; Exocytosis inh: -10; PDI turbidity: -4; MC4R ag barr: -1.8; HTR2A ag: 7; Cardio protect: 0; MC4R antagonist: 1; CaV13 FRET inh: 0

What do the screens show for `O=C(Nc1nnc(Cc2ccccc2)s1)c1ccco1`?
ABCB6 inh MLPCN: 103; N-glyco inh: 0; ABHD5 PLIN5 PPI: 3; Exocytosis inh: 2; PDI turbidity: 9; MC4R ag barr: 0.9; HTR2A ag: -2; Cardio protect: 1; MC4R antagonist: 5; CaV13 FRET inh: -5

What do the screens show for `COc1cc(/C=N\NC(=O)c2c(C)nc3cc(C)ccn23)ccc1O`?
ABCB6 inh MLPCN: 105; N-glyco inh: 0; ABHD5 PLIN5 PPI: 3; Exocytosis inh: -7; PDI turbidity: 13; MC4R ag barr: -1.2; HTR2A ag: 10; Cardio protect: 2; MC4R antagonist: 1; CaV13 FRET inh: 2

Results for COc1ccc(CCNC(=O)c2ccccc2)cc1 ?
ABCB6 inh MLPCN: 98; N-glyco inh: 2; ABHD5 PLIN5 PPI: 2; Exocytosis inh: 3; PDI turbidity: -5; MC4R ag barr: -0.9; HTR2A ag: -1; Cardio protect: -2; MC4R antagonist: -1; CaV13 FRET inh: -22

How did O=C1NC[C@@H](CCCCN2C[C@H](Cc3ccc(O)cc3)N(Cc3ccccc3)C(=O)C2=O)N(Cc2ccccc2)C1=O do in these assays?
ABCB6 inh MLPCN: 95; ABHD5 PLIN5 PPI: -6; Exocytosis inh: -10; HTR2A ag: 13; CaV13 FRET inh: -3

How did CCCCN(C)c1c(C)nc2ccc(C(=O)Nc3ccc(OC)c(OC)c3)cn12 do in these assays?
ABCB6 inh MLPCN: 94; N-glyco inh: -1; ABHD5 PLIN5 PPI: 0; Exocytosis inh: -1; PDI turbidity: 10; MC4R ag barr: 0.1; HTR2A ag: -1; Cardio protect: 6; MC4R antagonist: 2; CaV13 FRET inh: -6

How did CC1=C(C(=O)N2CCOCC2)C(c2ccc(Cl)cc2)NC(=S)N1 (stereo unspecified) do in these assays?
ABCB6 inh MLPCN: 98; N-glyco inh: 1; ABHD5 PLIN5 PPI: 2; Exocytosis inh: 0; PDI turbidity: 2; MC4R ag barr: -1.5; HTR2A ag: 0; Cardio protect: -8; MC4R antagonist: 1; CaV13 FRET inh: -19

Screening data deposited in PubChem by several laboratories.
